Bioassay records (PubChem)
OXTR potentiator: potentiators of human oxytocin receptor; 0.061% of 320,000 active; AID 2445; activation, % at 3 µM; CHO-OTR cells, Fluo-8 calcium fluorescence, potentiator mode; 0% = oxytocin EC15, 100% = EC100;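 active = activation above that plate's cutoff, the mean activation of tested compounds plus 3 SD, cut at about 6.6% in these data, passing the limit was not always enough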;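 also: 100% uses oxytocin at 75 nM as the full agonist control; some results filed as inactive read as strong as hits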
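System: human OTR in CHO cells; Also added: sub-maximal oxytocin, roughly EC15; Timing: compound 6 min at room temperature before oxytocin, 100 s read; Technique: Fluo-8 intracellular calcium fluorescence, ex 470-495, em 515-575 nm; Controls: oxytocin EC15 low and EC100 high; Replication: singlicate.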
M1 ag parental: counter-screen for M1 agonists: effect in parental CHO-K1 cells. Fluo-8 calcium fluorescence; scaled to maximal ATP response, vehicle zero. activation, % at 3 µM. 0.48% of 360,000 active. AID 602248; in the data active = activation above about 15%;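 also: untransfected CHO-K1 host cells lacking M1 receptor as counterscreen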
GPR7 antag: human neuropeptides B/W receptor 1 antagonism. GPR7-expressing cells, fluorescence antagonist assay. 1.1% of 290,000 active. AID 1861. inhibition, % at 4.4 µM; in the data active = inhibition above about 16%, passing the limit was not always enough;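 also: cells stimulated with the agonist NPW; 0% = agonist with vehicle and 100% = vehicle without agonist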
Target sequence (P48145 whole entry, looked up): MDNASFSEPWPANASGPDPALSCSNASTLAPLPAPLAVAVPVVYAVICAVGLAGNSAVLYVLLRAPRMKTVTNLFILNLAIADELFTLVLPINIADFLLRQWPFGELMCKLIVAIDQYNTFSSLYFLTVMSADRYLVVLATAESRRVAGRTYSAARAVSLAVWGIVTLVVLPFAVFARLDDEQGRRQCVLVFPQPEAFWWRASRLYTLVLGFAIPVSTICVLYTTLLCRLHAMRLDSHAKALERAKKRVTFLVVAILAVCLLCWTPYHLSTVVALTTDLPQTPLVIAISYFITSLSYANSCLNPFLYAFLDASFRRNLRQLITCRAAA
CHO parental Ca: signal in parental CHO cells, OX1R antagonist counter-screen | parental CHO-K1, ATP-induced calcium, Fluo-8 fluorescence | inhibition, % at 5.6 µM | 0.63% of 330,000 active | AID 463079;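 active = inhibition above that plate's mean sample inhibition plus 3 SD, cut at about 26% in these data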;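 also: 0% = ATP-challenged DMSO wells and 100% = DMSO wells without ATP; some compounds past the cut are filed as inactive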
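Test system: untransfected parental CHO cell line. Compound: one dose, 5.6 µM nominal. Detection: intracellular calcium via Fluo-8 no-wash fluorescent dye. Measure: % inhibition. Benchmarks: ATP-challenged DMSO wells low, unchallenged DMSO wells high.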
TAAR1 antag: antagonists of human TAAR1. Q96RJ0. AID 624466. inhibition, % at 3 µM. 1.5% of 360,000 active. CHO RD-HGA16 TAAR1, Fluo-8 calcium fluorescence, antagonist;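 active = inhibition above a per-plate cutoff, the mean inhibition of test compounds on that plate plus 3 SD, cut at about 49% in these data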;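 also: 0% = DMSO plus EC80 beta-PEA response and 100% = DMSO alone without agonist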
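Test system – hTAAR1-expressing CHO RD-HGA16 cells, Gα16-coupled · Also added – β-PEA at EC80 concentration, post-compound challenge · Compound – 3 µM, single point · Incubation – dye loading 75 min at 37 °C, then 30 min room temperature · Measured by – Fluo-8 intracellular calcium dye fluorescence, real-time kinetic reads · Benchmarks – vehicle and agonist controls · Replicates – singlicate, one well per test compound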
V1aR counter: V1a receptor agonism, counter-screen for OXTR agonists; P37288; CHO-V1R cells, Fluo-8 calcium fluorescence, agonist mode; 0% DMSO, 100% 3 nM vasopressin; activation, % at 3 µM; 0.25% of 320,000 active;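 active = activation above the mean activation of all tested compounds plus 3 SD, per screening run, cut at about 20% in these data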;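 also: signal is peak over basal fluorescence ratio across a 100 second FLIPR read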
Target sequence (P37288 whole entry, looked up): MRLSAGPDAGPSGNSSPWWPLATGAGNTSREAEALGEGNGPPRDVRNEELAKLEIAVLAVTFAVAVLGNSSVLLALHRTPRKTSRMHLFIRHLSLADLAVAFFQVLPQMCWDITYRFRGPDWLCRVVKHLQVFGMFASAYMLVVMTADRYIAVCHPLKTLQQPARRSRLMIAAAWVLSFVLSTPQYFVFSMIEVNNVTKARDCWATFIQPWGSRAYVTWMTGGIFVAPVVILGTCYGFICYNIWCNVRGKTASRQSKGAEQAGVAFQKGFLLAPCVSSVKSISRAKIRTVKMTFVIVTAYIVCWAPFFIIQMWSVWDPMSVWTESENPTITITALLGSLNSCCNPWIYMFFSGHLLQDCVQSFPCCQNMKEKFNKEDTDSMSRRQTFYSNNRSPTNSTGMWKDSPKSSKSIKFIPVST
OXTR agonist: agonists of human oxytocin receptor; 0.32% of 320,000 active; activation, % at 3 µM; P30559; CHO-OTR cells, Fluo-8 calcium fluorescence; normalized: DMSO 0%, oxytocin 100%; AID 2435;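 active = activation above the mean of all tested compounds plus 3 SD, cutoff set per screening run, cut at about 20% in these data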;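 also: peak over basal fluorescence ratio from a 100 s FLIPR kinetic read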
CHO-K1 Ca PAM: M1 PAM counterscreen hit in parental CHO-K1 cells; ATP EC20, Fluo-8 calcium fluorescence; 0% at ATP EC20, 100% at ATP max; activation, % at 3 µM; 0.02% of 360,000 active; AID 602247;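 active = activation above the run cutoff, the mean activation of all test compounds plus 3 SD, cut at about 40% in these data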;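 also: peak over basal fluorescence ratio in a 140 s read after ATP addition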
CHO-K1 Ca antag: M1 antagonist counterscreen hit in parental CHO-K1 cells; inhibition, % at 3 µM; 0.6% of 360,000 active; ATP-induced calcium, Fluo-8 fluorescence;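 active = inhibition above a per-plate cutoff, the plate's mean sample inhibition plus 3 SD, cut at about 24% in these data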;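 also: 0% = DMSO plus EC80 ATP and 100% = DMSO alone without ATP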
* marks the source's active call; other numbers are inactive results; . = no result given.

Compound,V1aR counter,OXTR potentiator,CHO parental Ca,CHO-K1 Ca PAM,GPR7 antag,TAAR1 antag,M1 ag parental,OXTR agonist,CHO-K1 Ca antag
CC1(CCBr)C(=O)N(c2ccccc2)c2ccccc21 (stereo unspecified),-1.2,-4,-5,12,-17,-11,0.0,5.2,-8
Cc1cccc(NC(=O)CSc2nc3ccccc3c(=O)n2CC2CCCO2)c1 (stereo unspecified),1.2,-2,-23,10,.,2,0.0,-0.7,-10
CC(=O)N(C)c1ccc(NC(=O)/C=C/c2ccccc2Cl)cc1,3.9,-14,-12,18,0,37,4.4,2.4,-2
Cc1ccc(C(=O)OCC(=O)Nc2ccccc2)cc1NC(=O)c1ccco1,0.5,-4,-14,-5,-4,5,0.2,1.3,14
CC(C)(C)N1C(=O)c2ccc(C(=O)Nc3ccc(-c4nc5ccccc5[nH]4)cc3)cc2C1=O,0.6,-10,7,-3,-12,1,0.6,-0.1,3
COc1cc(C(=O)OCC(=O)N2c3ccccc3NC(=O)C2(C)C)ccc1OCC(C)C,-1.0,-14,7,-2,.,67*,7.7,-0.7,1
CNCCC=C1c2ccccc2C=Cc2ccccc21,0.9,-3,-6,-3,.,5,0.8,6.6,4
CC(C)CN(C(=O)COC(=O)COc1ccc2c(c1)CCC2)c1c(N)n(Cc2ccccc2)c(=O)[nH]c1=O,1.1,-3,-8,11,.,-15,0.8,2.1,-2
CC(C)(O)C#Cc1ccc(CN2CCC(CO)(CCc3ccccc3)CC2)cc1,1.6,-7,-12,2,4,-3,1.2,4.9,2
COc1cccc(CNC(=O)CCNC(=O)C2CCN(S(=O)(=O)c3ccccc3)CC2)c1,1.0,-2,-6,-27,-6,-3,0.3,1.2,6
O=C(NC(=S)Nc1nc(-c2cccc3ccccc23)cs1)c1cc2ccccc2o1,1.3,1,-1,-10,-1,-11,0.0,0.1,19
COc1ccc(-c2cn[nH]c2-c2ccc(OCC(=O)NN)cc2O)cc1OC,2.4,-5,-19,21,-24,-8,1.6,-1.0,-1
CNc1snc(C)c1C(=O)OC(C)C(=O)Nc1cccc(C)c1 (stereo unspecified),5.4,-8,-12,-23,.,1,1.6,4.3,14
Cc1cc(C)nc(SCC(=O)Nc2ccc(N3CCOCC3)cc2)n1,1.9,-3,-5,20,-9,12,3.3,2.3,-10
CCNS(=O)(=O)c1ccc(NC(=O)Nc2ccc3c(c2)OCO3)cc1,-0.7,-7,11,-13,5,-11,0.5,0.6,3
CN(C)CCCNC(=O)N1c2ccccc2Sc2ccccc21,0.3,-10,-6,12,-11,-1,0.1,-1.1,-8
COc1ccccc1OCCn1nnc2ccccc21,0.4,-8,-9,20,-5,-18,1.7,-0.1,-11
COC(=O)Nc1cc(C)nc2ccccc12,0.6,-6,1,10,-14,-18,0.2,-0.1,1
CCO[C@H]1OC(C(=O)NC2CC2)=C[C@@H](c2ccc(Br)cc2)[C@@H]1CCCO,0.8,-11,-14,6,-13,25,1.2,1.4,-9
CCN(CC)S(=O)(=O)c1ccc(OC(C)C)nc1,0.1,1,-3,26,-3,12,0.8,-1.3,-12
COC(=O)c1cc2occc2n1CC(=O)N(C)C1CCCCC1,-0.3,-2,-16,10,-8,-9,0.1,-1.2,-26
Cc1cccnc1NC(=O)C1CCCN1S(=O)(=O)c1ccc(Cl)cc1 (stereo unspecified),-0.7,-5,-9,-10,-12,-12,-0.2,-0.9,13
CCOC(=O)Cn1nc(C)c(NC(=O)c2ccc(Br)o2)c1C,0.3,-1,-10,-5,-5,3,0.7,0.7,-11
CCOc1ccc(OCC)c2sc(C)nc12,-1.4,0,-24,5,-16,4,-0.3,-2.4,-4
COc1ccc(OC)c(CN2CCN(C(=O)c3ccc(S(=O)(=O)Nc4ccccc4F)cc3)CC2)c1,5.2,-7,-11,2,.,-7,3.1,7.3,-12
Fc1ccc(C2c3cccn3CCN2C(=S)Nc2cccc(F)c2)cc1 (stereo unspecified),0.8,-2,-14,8,6,4,1.3,1.9,-3
CC(C)Nc1nc(Nc2ccc(C#N)cc2)c2sccc2n1,.,.,.,-9,.,11,3.6,.,0
COc1ccccc1-n1c(SCC(=O)Nc2nnc(C)s2)nc2c(c1=O)SCC2,0.2,3,-11,13,14,-14,0.5,-0.1,-10
Cc1c(NC(=O)c2cccs2)cccc1NC(=O)c1cccs1,.,.,.,19,-5,-32,0.1,.,-15
COC(=O)c1ccc2nc(-c3ccc(Cl)cc3)c(Cc3cccc(Cl)c3)n2c1,.,.,.,-2,.,5,-0.6,.,-5

(further entries)
Compound,V1aR counter,OXTR potentiator,CHO parental Ca,CHO-K1 Ca PAM,GPR7 antag,TAAR1 antag,M1 ag parental,OXTR agonist,CHO-K1 Ca antag
COC(=O)CCC(=O)Nc1nccs1,0.8,-3,-2,-13,-11,4,-0.4,1.4,4
Cc1cccc(N(CC(=O)NC2CCCCC2)C(=O)c2csnn2)c1,1.0,-4,-8,12,-8,-3,2.8,-0.1,-14
O=C(Nc1sc(-c2ccccc2)cc1C(=O)O)c1ccccc1,2.5,-6,-3,-7,-14,18,0.6,0.0,0
CCOCCCN(CCC#N)C(=O)C1CCN(S(=O)(=O)c2ccc(-n3cnnn3)cc2)CC1,0.0,-9,7,-17,1,1,0.4,0.9,-5
COc1ccc2sc(-c3ccc(N(C)C)cc3)c(-c3ccc4cc[nH]c4c3)c2c1,0.3,3,-12,14,.,-8,0.9,-0.2,-14
C/C(=N/NC(=O)c1cc(C)[nH]n1)c1ccco1,-1.5,-3,8,1,6,1,0.2,0.7,0
O=C(Nc1c(-c2ccc3c(c2)OCO3)[nH][nH]c1=O)c1ccc2c(c1)OCO2,.,.,.,-5,.,-9,-0.2,.,2
COc1ccc(C)cc1NC(=O)CCCN1C(=O)NC(C)(C)C1=O,-0.2,5,-7,-11,.,-4,0.2,1.5,2
O=c1cc(CNc2ccc(Br)cc2)nc2sccn12,3.9,-6,-8,20,8,2,4.1,5.1,-2
Cc1ccc(S(=O)(=O)N/N=C2/CC(c3ccccc3)Oc3ccccc32)cc1[N+](=O)[O-] (stereo unspecified),3.6,-20,-10,-5,-23,-10,0.6,0.4,16
O=C(CCn1nc(-c2ccc(Cl)cc2)c2ccccc2c1=O)NCC1CCCO1 (stereo unspecified),0.4,-5,-20,12,-7,-10,-0.5,-1.4,1
COc1ccc2c(c1OC)C(=O)N1C2SC[C@H]1C(=O)NC1CCCCC1 (stereo partly specified),0.3,-2,-26,4,0,-2,-0.1,-1.2,-4
COc1ccc(N(CC(=O)NCc2ccco2)S(C)(=O)=O)cc1Cl,0.5,-12,-7,10,-4,-7,1.5,-1.0,-2
Cc1ccc(C)c(NC(=S)NCCSc2ccc(Cl)cc2)c1,1.8,-6,-19,16,-6,40,4.8,-1.6,3
O=[N+]([O-])c1ccc(-c2nnc3n2CCCCC3)cc1,0.5,-8,-6,-2,1,-14,0.3,-0.2,11
O=C(COC(=O)c1ccccc1F)Nc1ccc(S(=O)(=O)N2CCOCC2)cc1,1.5,-8,-3,-5,.,-9,0.5,1.7,-10
O=C(c1ccccc1)N1N=C(c2ccccc2O)CC1c1ccc(Br)cc1 (stereo unspecified),0.8,2,-27,17,-10,-12,1.1,0.8,-9
Cc1ccc(N2CCN(CC(O)COc3cccc(C)c3)CC2)cc1 (stereo unspecified),2.5,-12,-20,9,-3,-6,8.4,-0.5,-3
COc1ccc2c(c1)C(SCC(=O)NCCc1ccccc1)CC(C)(C)O2 (stereo unspecified),-0.3,0,-14,-10,4,61*,0.5,-2.4,9
O=C1C2C3C=CC(C3)C2C(=O)N1c1ccc(-c2nc3ccccc3c(=O)o2)cc1 (stereo unspecified),1.1,0,0,24,-3,-11,-0.1,-1.2,-3
COCCn1c(SCc2nc3sc(C(=O)OC)c(C)c3c(=O)[nH]2)nc2ccccc21,-0.3,-18,-14,9,-6,-21,0.1,-0.2,-6
Cc1ccc(S(=O)(=O)Nc2cncnc2NS(=O)(=O)c2ccc(C)cc2)cc1,.,.,.,13,.,11,0.6,.,-7
O=C(/C=C/c1ccccc1Br)c1ccc2c(c1)OCO2,-0.4,-7,-7,-11,13,-8,-0.7,-1.8,-7
COc1ccccc1OCC(=O)Nc1oc(-c2ccccc2)c(-c2ccccc2)c1C#N,0.5,-8,-13,1,-10,40,-0.1,-0.5,-6
COc1ccc(CN2C(=O)CCC2(C)c2nnnn2-c2c(C)cccc2C)cc1 (stereo unspecified),.,.,.,14,.,9,0.9,.,-11
O=C1CC(c2ccc(F)cc2)Sc2ccccc2N1 (stereo unspecified),-1.5,9,1,-2,-3,-6,0.0,-1.2,-1
CC1CCCCC1NC(=O)CN1C(=O)NC(C)(c2cccc(Br)c2)C1=O (stereo unspecified),2.0,-8,-20,6,.,-8,1.7,2.0,-11
COc1ccc(N(C(=O)c2snc(C(N)=O)c2N)C(C(=O)NC2CCCC2)c2ccc3ncccc3c2)cc1 (stereo unspecified),2.3,-12,-14,1,-18,48,4.4,0.0,-3
Cc1ccc(CN(c2ccc(C(=O)N3CCCC3)cc2)S(C)(=O)=O)cc1,0.6,-8,-26,14,-3,6,0.9,-0.8,-6
CC(C)c1ccc(N2CC(C(=O)Nc3nccs3)CC2=O)cc1 (stereo unspecified),2.8,-9,-9,13,0,-6,1.7,5.0,-3

Continuation.
Compound,V1aR counter,OXTR potentiator,CHO parental Ca,CHO-K1 Ca PAM,GPR7 antag,TAAR1 antag,M1 ag parental,OXTR agonist,CHO-K1 Ca antag
COc1cc(-c2nnn(CC(=O)N3CCOCC3)n2)cc(OC)c1OC,1.0,4,-14,0,-5,-11,-0.1,0.5,-3
CC(C)C[C@H]1CN([C@@H](CC(C)C)CN2CCCC2CN2C(=S)NC[C@@H]2Cc2ccc(O)cc2)C(=S)N1CC1CCCCC1 (stereo partly specified),.,.,.,6,.,-6,0.5,.,-2
COc1ccc(Cc2nc3ccccc3n2CC(=O)N/N=C/c2ccc(O)cc2)cc1OC,-1.2,-14,-20,19,1,-5,-0.6,-0.2,-9
CCOCCc1nnc(NC(=O)c2ccc(OC)c(OC)c2)s1,0.7,0,-9,23,-2,-14,0.5,-0.5,-5
O=c1c(Cl)c(NCc2ccco2)cnn1C12CC3CC(CC(C3)C1)C2,-0.1,-11,-11,8,-7,5,0.3,-2.0,-6
Cc1csc(NC(=O)CSc2[nH]c(=O)ncc2C)n1,3.3,-2,-8,-5,.,-10,0.1,1.1,-7
